High-throughput results deposited in PubChem BioAssay by SRMLSC.
SKBR3 24h inh = SK-BR-3 proliferation inhibitors; SK-BR-3 viability, CellTiter-Glo ATP luminescence, 24 h; hits give low values; viability, % at 10 µM; 41,000 compounds, 0.47% hits; AID 847;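 active = viability at or below the median of all test compounds minus 3 SD, in both replicates if run twice, cut at about 45% in these data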;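 also: 100% = median untreated cell wells and 0% = median positive control drug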
The depositor's hits bear a star. Only part of the results is shown, so the mix of outcomes need not match the whole.

SMILES | SKBR3 24h inh
c1coc(Cn2c(SCc3nc4ccccc4[nH]3)nnc2-c2cccs2)c1 | 81
O=C1OC(c2ccccc2)=C/C1=C\N1CCOCC1 | 97
C=CCn1c(SCC(=O)Nc2nccs2)nnc1-c1cc2cccc(OC)c2o1 | 99
CC(=O)c1cccc(N(CC(=O)N2CCOCC2)S(C)(=O)=O)c1 | 118
Cc1cc(NC(=O)CSc2nc(CCC3CCCC3)nc3ccccc23)no1 | 106
Clc1ccc(-c2nnc3sc(-c4ccco4)nn23)c(Cl)c1 | 105
COc1ccc(Oc2c(C)oc3c(CN(C)C)c(O)ccc3c2=O)cc1 | 75
CCS(=O)(=O)n1nc(-c2ccco2)nc1SC | 66
O=C(NCC1CCCO1)C1c2ccccc2C(=O)N1C1CCCCCCC1 (stereo unspecified) | 93
Cc1ccc(S(=O)(=O)C(F)(F)F)cc1NC(=O)c1cccnc1 | 95
CCOC(=O)c1c(NC(=O)CC)sc(C(C)=O)c1C | 133
Cc1nc(SCc2nc3ccccc3[nH]2)c2oc3ccccc3c2n1 | 87
NS(=O)(=O)c1cc2c(cc1Cl)NC(C1C[C@H]3C=C[C@@H]1C3)NS2(=O)=O (stereo partly specified) | 108
O=C(COc1cccc(NC(=O)c2ccco2)c1)c1ccc(F)cc1 | 98
COCCCNc1oc(-c2ccccc2OC)nc1C#N | 89
COc1ccc(Cl)c(Cn2c(NCc3ccccn3)nc3c2c(=O)n(C)c(=O)n3C)c1 | 98
COc1ccc(C(=O)Nc2ccccc2N2CCOCC2)cc1Br | 109
CCC(C)Nc1nc(-c2cccc(OC)c2O)nc2ccccc12 (stereo unspecified) | 84
O=C(COC(=O)c1ccccc1Nc1ccccc1)NCc1ccco1 | 92
CCc1ccccc1NS(=O)(=O)c1ccc2[nH]cc(C(=O)NCc3ccco3)c(=O)c2c1 | 67
CC(=O)c1ccc(C(=O)Nc2ccc(N3CCOCC3)cc2)cc1 | 95
CC(C)(C)SCCNC(=O)COc1ccc(Cl)cc1 | 101
O=C(C1Cc2ccccc2CN1S(=O)(=O)c1ccc(F)cc1)N1CCCCC1 (stereo unspecified) | 119
CCOC(=O)c1sc(C(=O)OCC)c(OCCO)c1OCCO | 74
COc1ccc2[nH]c(=O)c(CN(C(=O)NC3CCCCC3)C3CCCCC3)cc2c1 | 83
Cc1ccc(NC(=O)CS(=O)CC(=O)N(CC(=O)NC2CCCC2)c2cccc(C)c2C)cc1 (stereo unspecified) | 89
CCOC(=O)c1ccc(NC(=O)CSc2nnnn2CCCO)cc1 | 93
Cc1cc(C)n(CC(=O)c2ccccc2)c(=O)c1C#N | 102
CC(C)[C@H](N)c1nnc(SCc2ccc(Cl)cc2)o1 | 122
Cc1cc(SCC(=O)N2CCC(c3noc4ccc(F)cc34)CC2)nc2ccccc12 | 103
CCCCC(=NCCO)C1=C(O)C(C(=O)OC)C(C)(C)CC1=O (stereo unspecified) | 81
COc1ccc(CCn2c(=N)c(C(=O)NCc3ccco3)cc3c(=O)n4ccccc4nc32)cc1 | 77
CC1(C)CC(=O)C2=C(C1)NC(=O)CC2c1ccccc1F (stereo unspecified) | 103
Cn1c(SCC(=O)c2ccccc2)nnc1-c1cnccn1 | 85
CN(C(=O)COc1ccc(C(C)(C)C)cc1)C1CCS(=O)(=O)C1 (stereo unspecified) | 75
CCN1C(=O)/C(=c2\o/c(=C3\C=Cc4ccccc4N3CC)c(=O)n2CC)SC1=S | 88
N#CCCN1CCN(C(=S)c2ccc(-c3ccc(Cl)cc3)o2)CC1 | 101
COc1ccccc1C(=O)Nc1ccc2c(c1)nc(CN1CCN(C(C)=O)CC1)n2C | 81
CN1CCN(c2nc3c(c(=O)n(C)c(=O)n3C)n2Cc2cccc3ccccc23)CC1 | 111
Cc1cc(NCCN2CCOCC2)n2ncc(-c3ccccc3)c2n1 | 86
CCn1nnnc1NCc1ccc(N2CCCC2)cc1 | 91
CCOC(=O)c1ccccc1NC(=O)CCNC(=O)Cn1cnc2ccccc2c1=O | 82
CC(C)(C)C1=C[C@@H](CO)C[C@@H](CO)C1 | 98
Cc1ccc(S(=O)(=O)NC(C)(C)CSc2nncn2N)cc1 | 97
Cc1cc(C)cc(OCc2nnc(SCC(=O)N3CCN(c4ccccc4)CC3)o2)c1 | 88
O=C(N1CCOCC1)N1c2ccccc2CC(N2CCOCC2)c2ccccc21 (stereo unspecified) | 95
CCOC(=O)c1cc2n(n1)C(C(F)(F)F)CC(C)N2 (stereo unspecified) | 86
Cn1c(C(=O)OCC(=O)NCC2CCCO2)cc2sccc21 (stereo unspecified) | 145
c1ccc(-c2noc(CSc3nc4ccccc4o3)n2)cc1 | 98
COc1cccc(OC)c1-c1nn2c(-c3cc(-c4ccccc4)n[nH]3)nnc2s1 | 67

Brought forward from above: 2 entries, then new ones.
SMILES | SKBR3 24h inh
c1ccc(-c2noc(CSc3nc4ccccc4o3)n2)cc1 | 98
COc1cccc(OC)c1-c1nn2c(-c3cc(-c4ccccc4)n[nH]3)nnc2s1 | 67
Cc1cc(C)c(S(=O)(=O)N2CCN(C)CC2)c(C)c1 | 104
COCCN1C(=O)c2ccccc2C(C(=O)NCCCN2CCCC2)C1c1c[nH]c2ccccc12 (stereo unspecified) | 92
CCOC(=O)C1CCCN(c2ncnc3c2oc2ccccc23)C1 (stereo unspecified) | 90
CC1CCN(C(=O)Cn2c(=O)n(CCc3ccccc3)c(=O)c3ccccc32)CC1 | 80
COc1ccc(N2CCN(C(=O)c3cccc(Cn4cc(Cl)cn4)c3)CC2)cc1 | 87
CC(C)(C)NC(=O)C1CN(S(=O)(=O)c2ccccc2)CCN1S(=O)(=O)c1ccccc1 (stereo unspecified) | 95
CCCSC1=C(C#N)C(c2ccccc2OCC)CC(=O)N1 (stereo unspecified) | 96
O=S(=O)(c1ccc2c(c1)OCCO2)N1CCN(c2cccc(Cl)c2)CC1 | 77
Cc1cc(C)c(S(=O)(=O)N2CCCCC2)c(C)c1-n1ncnn1 | 94
O=C(Nc1ccc(Cn2nnc3ccccc32)cc1)c1ccco1 | 61
O=C(O)c1cccc(S(=O)(=O)N2Cc3ccccc3C2)c1 | 87
O=C(NCc1cccnc1)c1ccc(COc2ccccc2Br)o1 | 88
NC(=O)CSc1nnnn1CC(CC(=O)O)c1ccccc1 (stereo unspecified) | 89
OCCSc1c(F)c(SCCO)c(SCCO)c(F)c1SCCO | 84
CC1CC(C)CN(CCCNC(=O)C2CCCN(c3nnc(N4CCCC4=O)s3)C2)C1 (stereo unspecified) | 83
O=C(O)C1C(c2ccccc2)C(C(=O)N2CCOCC2)C1c1ccccc1 (stereo unspecified) | 100
Brc1ccc(-c2nn3c(-c4ccco4)nnc3s2)o1 | 88
O=C(c1cccnc1)N1C2CCC1CC(O)(c1ccc(F)cc1)C2 (stereo unspecified) | 128
C=CCn1c(CCC(=O)O)ccc1-c1ccc(OC)cc1 | 114
COc1ccc(OC)c(C2C(C(=O)Nc3cccnc3)=C(C)NC3=C2C(=O)CCC3)c1 (stereo unspecified) | 102
O=C(NCCN1CCOCC1)c1cc(-c2ccco2)on1 | 74
Cc1nn(C)cc1CNC(=O)Nc1ccc(Br)cc1Cl | 83
c1ccc2c3c([nH]c2c1)-c1[nH]ncc1CC3 | 113
O=C1CC(SCc2nc3ccccc3[nH]2)C(=O)N1c1ccc(F)cc1 (stereo unspecified) | 80
CC(C)n1nnnc1SCC(=O)NCc1cccs1 | 61
CC(=O)c1cc(-c2ccccc2)n(CCC(=O)NCc2cccs2)c1C | 102
COc1ccc(-c2nnc(SCC(=O)N3CCCCC3)o2)c(OC)c1 | 88
COc1ccc(-c2cc(N)n(CCC#N)n2)c(OC)c1 | 97
Cc1ccc(-c2cc(C(F)(F)F)n3nc(C(=O)N4CCCC4)cc3n2)cc1 | 98
CC(=O)Nc1ccc(Nc2ncnc3c2cnn3-c2cccc(C)c2)cc1 | 81
O=C(Cn1nnc2ccccc2c1=O)N1CCCc2ccccc21 | 94
CCOC(=O)CNC(=O)CSc1ncnc2c1cnn2-c1ccc(OC)cc1 | 107
Cc1oc(-c2ccc(Cl)cc2)cc1-c1nn2c(-c3ccco3)nnc2s1 | 114
COC(=O)c1[nH]c2cccc(OC)c2c1NC(=O)CCN1CC(C)CC(C)C1 (stereo unspecified) | 89
O=S(=O)(Nc1nc2ccccc2nc1NCC1CCCO1)c1cccs1 (stereo unspecified) | 101
CSc1nc(NC(C)C)nc(N2CCOCC2)n1 | 80
Clc1ccc2nc(N3CCNCC3)nc(-c3ccccc3)c2c1 | 92
CCCCCOc1ccc(Cl)cc1CN1CCOCC1 | 82
Brc1ccc(-c2nc(-c3ccccc3)no2)o1 | 100
CCOC(=O)CCn1cc(F)c(=O)n(Cc2ccccc2)c1=O | 111
CCCn1nnnc1SCC(=O)NCc1ccccc1 | 78
c1ccc(-c2ccccc2OCCn2cncn2)cc1 | 126
CC(=O)Nc1ccc(Cc2ccncc2)cc1 | 92
CN(CCNC(=O)c1cccc(N2CCCC2=O)c1)Cc1ccccc1 | 95
CCOc1ccc(C2C=C(c3ccccc3)Nc3ncnn32)cc1 (stereo unspecified) | 89
COC(=O)c1cc2nc(-c3ccccc3)cc(C)n2n1 | 79
O=c1oc(-c2cccs2)nc2scc(-c3cccs3)c12 | 95
Cc1ccc(-c2nn(CCC(=O)NCC3CCCO3)c(=O)c3ccccc23)cc1 (stereo unspecified) | 98
CC(=O)NC(Cc1cc(C)ccc1C)C(=O)N1CCN(C(=O)Nc2ccc(C(C)=O)cc2)CC1 (stereo unspecified) | 84
Cc1cc(C)nc(NS(=O)(=O)c2ccc(Br)cc2)n1 | 107

Some of the entries above, reformatted:
COc1ccc(-c2nnc(SCC(=O)N3CCCCC3)o2)c(OC)c1
  SKBR3 24h inh: 88
CCOC(=O)CNC(=O)CSc1ncnc2c1cnn2-c1ccc(OC)cc1
  SKBR3 24h inh: 107
CSc1nc(NC(C)C)nc(N2CCOCC2)n1
  SKBR3 24h inh: 80

Next compounds
SMILES | SKBR3 24h inh
CCN(CC)C(=O)C(C)OC(=O)c1ccc(O)cc1 (stereo unspecified) | 96
Cn1c(CCNC(=O)c2ccco2)nc2cc(NS(=O)(=O)c3ccccc3)ccc21 | 101
O=C(Cc1cn2ccsc2n1)Nc1ccccn1 | 106
Cn1c(SCc2c(F)cccc2Cl)nnc1-c1cccs1 | 111
COn1c(-n2nc(C)cc2C)nc2ccccc2c1=O | 90
CCOC(=O)c1cc(C)n(-n2cnnc2)c1C | 100
C=CCN1CC(c2nc3ccccc3n2CCOc2ccccc2)CC1=O (stereo unspecified) | 81
C=CCSC1=N/C(=C\c2ccc3c(c2)OCO3)C(=O)S1 | 94
O=C(NCCc1ccccc1)c1cc2ncc(Br)cn2n1 | 111
COc1ccc(NC(=O)C2CC2)cc1-n1cnnn1 | 89
O=C(NC1CCCC1)C1CCCN1C(=O)Nc1ccccc1 (stereo unspecified) | 76
O=C(CCC1CCCCC1)Nc1c2c(nn1-c1ccc(F)cc1)CS(=O)C2 (stereo unspecified) | 102
CCOCCCn1c(C)nc2c(c1=O)c1nc3ccccc3nc1n2CCC1=CCCCC1 | 12*
CCCCC(=O)Nc1ccc(C(=O)Nc2ccc(S(=O)(=O)N3CCCC3)cc2)cc1 | 86
CN(C)S(=O)(=O)N1CCN(CC(O)COc2ccc(C(=O)c3ccccc3)cc2)CC1 (stereo unspecified) | 88
COc1ccc(-n2nnnc2SCC(=O)c2cc3ccccc3o2)cc1 | 81
COc1ccc(CNC(=O)C(NS(=O)(=O)c2ccc3c(c2)CCCN3C(C)=O)C(C)C)cc1 (stereo unspecified) | 89
CC(C)C(c1nnnn1CCc1ccccc1)N1CCOCC1 (stereo unspecified) | 121
COc1ccc(C(=O)N2CCN(S(=O)(=O)c3ccccc3)CC2)c(OC)c1 | 79
COc1ccccc1C(=O)Nc1ccc(S(=O)(=O)N2CCOCC2)cc1 | 78
O=c1nc2n(c3sc4c(c13)CCC4)Cc1ccccc1-2 | 86
CCC(=O)/C=C1\Sc2ccc(OC)cc2N1CCO | 100
CC(C)(C)c1ccc(C(=O)Nc2nonc2-c2nc3ccccc3[nH]2)cc1 | 76
CCCn1nnc(NC(=O)c2cc(Br)ccc2OC)n1 | 89
O=C1Nc2ccc(S(=O)(=O)NCCC3=CCCCC3)c3cccc1c23 | 81

Shown field by field: entries from further up
O=C(CCC1CCCCC1)Nc1c2c(nn1-c1ccc(F)cc1)CS(=O)C2 (stereo unspecified)
  SKBR3 24h inh: 102

CCOCCCn1c(C)nc2c(c1=O)c1nc3ccccc3nc1n2CCC1=CCCCC1
  SKBR3 24h inh: 12*

The list goes on:
SMILES | SKBR3 24h inh
COCCCN1C(=O)c2[nH]nc(-c3ccccc3O)c2C1c1cccc(Cl)c1 (stereo unspecified) | 103
CCOc1ccccc1N(CC(=O)N1CCCCCC1)S(C)(=O)=O | 86
Cc1ccc(S(=O)(=O)N2CCC(C(=O)N[C@@H](C)C(=O)NCCc3ccccc3)CC2)cc1 | 100
COC(=O)c1ccc(CSc2nc(N3CCOCC3)c3c(c2C#N)CC(C)(C)OC3)o1 | 75
CCOC(=O)C1CCCN(C(=O)CNC(=O)Cn2ccc3ccccc3c2=O)C1 (stereo unspecified) | 104
CCN(CC)S(=O)(=O)c1ccc(C(=O)C(C#N)c2ccccn2)cc1 (stereo unspecified) | 85
COCCN(C(=O)Cc1cccs1)c1nnc(-c2ccncc2)s1 | 59
CCC(C)(C(=O)NC1CCCC1)N(CC1CCCO1)C(=O)CNC(=O)c1ccccc1 (stereo unspecified) | 82
Clc1ccc(Cn2cccc2C2=NCCO2)cc1 | 75
CCOc1cccc(N2C(=O)CC(n3cnc4ccccc43)C2=O)c1 (stereo unspecified) | 85
COc1ccc2c(c1)C(C)=CC(C)(C)N2C(=O)C(C)N1C(=O)c2ccccc2C1=O (stereo unspecified) | 77
O=C(CN1C(=O)c2cccc3cccc1c23)Nc1cccnc1 | 82
O=C(CCS(=O)(=O)Cc1ccccc1)Nc1nc2c(s1)CCCC2 | 96
